M. tuberculosis = growth inhibition of non-replicating M. tuberculosis (AID 488890); actives 0.39% (n = 320,000); Mycobacterium tuberculosis non-replicating, growth inhibition; higher % means a stronger effect; inhibition, % at 25 µM, or IC50 in µM where a hit was titrated; in the data active means a potency from the dose series; inconclusive means inhibition mostly from about 82% at the one dose, without a potency; inactive means the rest, 99 in 100 with inhibition below about 76%;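 further: plate controls were DMSO cells for no effect and high antibiotic wells for full effect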
H37Rv inhibition = M. tuberculosis growth inhibition, HTS (AID 449762) | M. tuberculosis H37Rv growth inhibition, 7H9 media; higher % means a stronger effect | inhibition, % at 25 µM; hits with a dose series show IC50 in µM | actives 0.59% (n = 330,000); in the data active means a potency from the dose series; inconclusive means inhibition above about 70% without an active follow-up result;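 further: bacterial growth assessed after seven days of incubation; strong numbers were not always called active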
VEEV TC-83 Vero = inhibitors of VEEV TC-83 cytopathic effect, confirmation, Vero cells (AID 588727); Vero cells, VEEV TC-83 cytopathic effect inhibition; higher % means a stronger effect; actives 0.13% (n = 350,000); one-dose inhibition, % at 20 µM; IC50 in µM for titrated hits; in the data active means a potency from the dose series; inconclusive means inhibition mostly from about 14% at the one dose, without a potency; inactive means the rest, 99 in 100 with inhibition below about 12%; further: strong numbers were not always called active
influenza NS1A = H1N1 influenza NS1A inhibitors, functional cell based assay (AID 504329) | NS1A functional cell-based assay, percent inhibition; higher % means a stronger effect | actives 0.3% (n = 340,000) | inhibition, % at 12.5 µM; hits with a dose series show IC50 in µM; in the data active means a potency from the dose series; inconclusive means inhibition above about 27% without an active follow-up result; further: strong numbers were not always called active
PhoP GFP inhibition = PhoP regulon inhibitors, Salmonella typhi PhoP promoter GFP reporter, confirmatory (AID 1850) | Salmonella Typhi PhoP-promoter GFP reporter, fluorescence, 4 h; higher % means a stronger effect | one-dose inhibition, % at 50 µM; IC50 in µM for titrated hits | actives 0.33% (n = 310,000); in the data active means a potency from the dose series; inconclusive means inhibition mostly from about 25% at the one dose, without a potency; inactive means the rest, 99 in 100 with inhibition below about 19%;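 further: 0% = induced wells with vehicle and 100% = uninduced wells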
VEEV TC-83 Vero 10K pilot screen = further read-out of VEEV TC-83 Vero, marked with its call; inhibition, %; measured here: 10K pilot screen inhibition
Numbers without * were called inactive; i = inactive; ? = inconclusive; . = no result given.

SMILES | M. tuberculosis | H37Rv inhibition | VEEV TC-83 Vero | influenza NS1A | PhoP GFP inhibition | others
CC1CCC(NC(=O)C2c3ccccc3C(=O)N2Cc2cccs2)CC1 (stereo not drawn) | 6.8% | -0.4% | 0.4% | 23.0% | 2.9%
N=C1C(c2nc(-c3ccc(Br)cc3)cs2)=C(O)CN1NC(=O)c1ccc([N+](=O)[O-])cc1 | -3.7% | -1.2% | 0.2% | -0.6% | -1.6%
Cc1cc(C)c(S(=O)(=O)N2CCOC2CNC(=O)C(=O)NCCc2c[nH]c3ccccc23)c(C)c1 (stereo not drawn) | 27.6% | -2.6% | 9.3% | -1.1% | -0.2% | VEEV TC-83 Vero 10K pilot screen=1.3
COCCCNC(=O)CC1C[C@H](C(=O)N2CCOCC2)[C@@]2(CCC3CCCC3)c3[nH]c4ccc(OC)cc4c3CCN2C1=O (stereo partly drawn) | . | . | i | -4.2% | .
CC1(C)C([N+](=O)[O-])C(c2ccc(Cl)cc2)NC(c2ccc(Cl)cc2)C1[N+](=O)[O-] (stereo not drawn) | 34.0% | 61.2% | 0.7% | 5.9% | 0.5%
COC(=O)c1ccc(CN2C(=O)NC(c3ccccc3)(c3ccccc3)C2=O)o1 | 13.7% | 1.8% | 3.6% | 10.5% | 9.2%
CCC(=O)NC(=S)NNC(=O)c1ccc(NC(=O)c2ccccc2)cc1 | -10.5% | -8.8% | 1.9% | -2.9% | -1.9%
O=C(CCC1CCCN(C(=O)c2ccc3[nH]ccc3c2)C1)N1CCN(c2ccccn2)CC1 (stereo not drawn) | -0.9% | 3.1% | 0.1% | 3.6% | -11.1%
OCCN(Cc1ccccc1)Cc1ccccc1Cl | 19.8% | 14.2% | i | -4.1% | 2.2%
COc1ccc(C(=O)N/C(=C\c2ccc([N+](=O)[O-])cc2)C(=O)NC(CCSC)C(=O)O)cc1 (stereo not drawn) | -11.9% | 2.9% | 0.6% | -0.8% | -3.9%
Cc1cc2cc(CNC(=O)c3cccc([N+](=O)[O-])c3)ccc2n1C | -6.8% | -1.9% | 0.9% | 35.7% | -5.7% | VEEV TC-83 Vero 10K pilot screen=2.3
CC(C)(C)c1ccc(OCC(O)CN2CCCC2)cc1 (stereo not drawn) | 25.0% | -1.9% | 1.4% | 19.8% | -0.6%
Cc1nc2ncnn2c(C)c1CCC(=O)NCCc1ccccc1 | -9.6% | -2.7% | 3.9% | 5.1% | 1.4%
N#Cc1c(Nc2ccc(F)cc2)sc(C(=O)c2ccc(F)cc2)c1N | -4.5% | 6.6% | 0.6% | -2.5% | 2.2%
COc1ccc(NC(=O)C2CCN(C(=O)c3ccccc3)CC2)cc1OC | -1.8% | -1.6% | i | 4.7% | -10.3%
Cc1ccc(CNC(=O)CCNC(=O)c2ccc(Br)o2)cc1 | 0.0% | -5.3% | i | 9.2% | -1.9%
O=C(CCN1C(=O)C2CCCCC2C1=O)NNC(=O)c1cccc(Cl)c1 (stereo not drawn) | -5.5% | 0.1% | 1.6% | -5.3% | -1.8%
O=C(NCc1ccc2c(c1)OCO2)c1nn(-c2ccccc2)c(=O)c2ccccc12 | 9.3% | -2.1% | i | -2.3% | -18.9%
O=C(CSc1nc(-c2ccc(F)cc2)cs1)N1CCOCC1 | 1.0% | -5.7% | 2.1% | 9.2% | -4.7%
Cc1ccn2cc(-c3cccc([N+](=O)[O-])c3)nc2c1 | 28.2% | 1.4% | 0.4% | 2.8% | 3.2%
CCOc1ccccc1CNC(=O)CCCn1ccc2cc(S(=O)(=O)N3CCCC3)ccc21 | 41.2% | 10.8% | 11.8% | 5.5% | 1.8%
O=c1c2c3c(sc2nc(NCCOCCO)n1Cc1ccco1)CCCCC3 | 19.6% | 2.2% | 1.7% | 1.2% | 6.0%
CCCNC(=O)NC(=O)CSc1nnc(-c2c[nH]c3ccccc23)o1 | 62.7% | 7.8% | 1.6% | 4.3% | -9.6%
C=CCN(c1ccc(Cl)cc1)S(=O)(=O)c1cccc(C(=O)OCC(=O)N(C)C)c1 | 48.8% | 5.7% | 2.6% | -6.7% | 2.1%

Ordered by heavy-atom count (smallest number first): some entries from above
SMILES | M. tuberculosis | H37Rv inhibition | VEEV TC-83 Vero | influenza NS1A | PhoP GFP inhibition | others
Cc1ccc(CNC(=O)CCNC(=O)c2ccc(Br)o2)cc1 | 0.0% | -5.3% | i | 9.2% | -1.9%
Cc1nc2ncnn2c(C)c1CCC(=O)NCCc1ccccc1 | -9.6% | -2.7% | 3.9% | 5.1% | 1.4%
O=C(CCN1C(=O)C2CCCCC2C1=O)NNC(=O)c1cccc(Cl)c1 (stereo not drawn) | -5.5% | 0.1% | 1.6% | -5.3% | -1.8%
COc1ccc(NC(=O)C2CCN(C(=O)c3ccccc3)CC2)cc1OC | -1.8% | -1.6% | i | 4.7% | -10.3%
CCOc1ccccc1CNC(=O)CCCn1ccc2cc(S(=O)(=O)N3CCCC3)ccc21 | 41.2% | 10.8% | 11.8% | 5.5% | 1.8%

(more compounds)
SMILES | M. tuberculosis | H37Rv inhibition | VEEV TC-83 Vero | influenza NS1A | PhoP GFP inhibition | others
Cc1ccc(NC(=S)NNC(=O)c2nn(C)cc2Cl)cc1 | -1.8% | -7.6% | 0.9% | 2.9% | 4.2%
Cc1cc(Cl)ccc1C(=O)C1CCCN(C(=O)CN2CCOC2=O)C1 (stereo not drawn) | -6.3% | 10.1% | 4.0% | -5.4% | -7.6%
Cc1ccc(F)cc1NC(=O)C1CC(=O)N(CCc2ccccc2)C1 (stereo not drawn) | -10.6% | -2.8% | 0.4% | 1.0% | -6.4%
NC(=O)c1ccc(NC(=O)c2cc(S(=O)(=O)N3CCCCC3)ccc2N2CCOCC2)cc1 | -18.5% | -5.7% | i | -3.5% | .
CC(C)(C)c1ccc(S(=O)(=O)N2CCN(C(=O)C3CCC3)CC2)cc1 | 2.2% | -3.0% | i | -7.3% | -5.0%
CCOc1cc2c(cc1OCC)C(c1ccc(OC)c(OC)c1)N(c1ccc(C(=O)O)cc1)C(=O)C2 (stereo not drawn) | 15.3% | 8.2% | 1.2% | 0.2% | 9.9%
C[C@H]1COC(=O)[C@H](NC(=O)OCC2c3ccccc3-c3ccccc32)C/C=C\C[C@H](CC(=O)N(CCO)Cc2ccccc2)C(=O)N1 | 71.5% | 9.2% | 4.0% | 7.3% | .
COc1ccc(Nc2nc(S(=O)(=O)c3ccc(C)cc3)c(Cl)s2)cc1 | 3.1% | 0.5% | 2.8% | 0.5% | -9.3%
CN(CC(=O)Nc1ccc(Cl)c(C(F)(F)F)c1)Cc1cc(=O)n2ccsc2n1 | 0.9% | 6.2% | 9.6% | 5.9% | -11.1%
COc1ccc(Cl)cc1NC(=S)NC1CCCC1 | ? | -10.3% | 0.1% | 26.2% | 4.8%
CCOCCn1c(CN2CCN(C(=O)c3ccco3)CC2)nc2c1c(=O)n(C)c(=O)n2C | 2.0% | 5.2% | 0.1% | 0.8% | -0.2% | VEEV TC-83 Vero 10K pilot screen=0.8
COc1cc(C(=O)NCC(C)C)cc(OC)c1OC | -7.5% | 1.9% | 1.8% | -1.9% | -6.0%

2 consecutive compounds from above:
SMILES | M. tuberculosis | H37Rv inhibition | VEEV TC-83 Vero | influenza NS1A | PhoP GFP inhibition | others
Cc1ccc(NC(=S)NNC(=O)c2nn(C)cc2Cl)cc1 | -1.8% | -7.6% | 0.9% | 2.9% | 4.2%
Cc1cc(Cl)ccc1C(=O)C1CCCN(C(=O)CN2CCOC2=O)C1 (stereo not drawn) | -6.3% | 10.1% | 4.0% | -5.4% | -7.6%

Following part
SMILES | M. tuberculosis | H37Rv inhibition | VEEV TC-83 Vero | influenza NS1A | PhoP GFP inhibition | others
NC(=O)c1cc([N+](=O)[O-])ccc1NCc1ccc(C(=O)O)cc1 | -5.3% | -1.2% | 0.6% | -2.5% | 3.3%
O=C(CO/N=C/c1ccccc1OC(F)F)N1CCc2ccccc21 | -4.4% | 3.3% | i | 9.2% | -3.5%
Cc1ccccc1CN1CCCC(C(=O)N2CCCCC2)C1 (stereo not drawn) | 34.0% | -4.3% | i | 5.0% | -19.4%
COc1cccc(Nc2n[nH]c(=S)s2)c1 | -4.4% | -1.9% | 2.3% | -3.5% | 13.3%
COCCCN1C(=O)C(=O)/C(=C(/O)c2ccc(S(=O)(=O)N3CCCCC3)cc2)C1c1ccc(OC)cc1 (stereo not drawn) | -9.2% | 1.6% | 2.1% | 4.0% | 3.8%
CCOC(=O)c1c(C)[nH]c(C(=O)OCC(=O)N(CC)c2c(N)n(Cc3ccccc3)c(=O)[nH]c2=O)c1C | . | . | i | 9.0% | .
CC1CCN(c2cc(N(C)CCO)c([N+](=O)[O-])c3nonc23)CC1 | 39.5% | 1.4% | 1.1% | -7.1% | -7.8%
Cc1noc(C)c1COc1ccc(CC(=O)NCc2ccccc2)cc1 | -4.4% | -6.0% | 1.3% | 3.3% | -11.5%
CCN(CC(=O)Nc1c(F)cccc1F)C(=O)c1ccc(-c2ccccc2)cc1 | -3.0% | -0.8% | 8.1% | -18.0% | 6.9%
O=Cc1c(C(=O)O)n(Cc2ccccc2F)c2ccccc12 | -0.3% | -10.5% | 0.2% | 11.2% | -10.6%
CCC(=O)N1N=C2CC(C)(C)OCC2C1c1ccccc1 (stereo not drawn) | -9.2% | 6.7% | i | 8.6% | -4.8%
CN1CCN(c2nc(-c3ccccn3)nc3ccccc23)CC1 | 46.4% | ? | i | 10.9% | 1.9% | VEEV TC-83 Vero 10K pilot screen=0.0
CC1(C)CC[C@]2(C(=O)O)CC[C@]3(C)C(=CCC4[C@@]5(C)CC[C@H](O)C(C)(C)C5[C@H](O)C[C@]43C)[C@@H]2C1 (stereo partly drawn) | 77.0% | 11.0% | . | . | -9.7%
COc1ccc(C2c3ccc4ccccc4c3Oc3ncn(CCN4CCOCC4)c(=N)c32)cc1OC (stereo not drawn) | 78.2% | 4.9% | 27.5% | -14.0% | 5.8%
COC(=O)c1c(NS(=O)(=O)c2ccccc2)csc1C | 9.4% | 11.7% | 1.3% | -22.5% | -16.0%
Cc1cc(C)nc(N(C#N)CC(=O)Nc2ccccc2)n1 | -8.3% | 2.8% | 2.2% | 1.7% | 22.8%
O=[N+]([O-])c1cc(C(F)(F)F)ccc1NCC1CCCO1 (stereo not drawn) | -7.0% | -11.1% | 0.7% | -0.3% | -6.4%
COc1ccc(OC)c(NC(=O)COC(=O)c2ccc(OC)c(S(=O)(=O)N3CCCC3)c2)c1 | -3.5% | -5.3% | 3.5% | -4.1% | .
COc1ccc(CCNC(=O)c2cccc(Br)c2)cc1OC | -9.7% | -4.4% | i | -10.1% | -4.7%
COc1c(Cl)cc(Cl)cc1/C=N/NC(=O)c1nnn(-c2nonc2N)c1CN1CCC(C)CC1 | 3.4% | 6.9% | 1.3% | -3.2% | 7.5%
COc1cc2c(cc1OC)CN(S(=O)(=O)c1ccc3c(c1)OCCO3)CC2 | 3.8% | -6.7% | i | 2.9% | 21.2%
COc1cccc(-c2csc(N3CCN(CC(=O)Nc4ccc5c(c4)OCO5)CC3)n2)c1 | 43.0% | -3.7% | i | 7.7% | -14.1%
O=C(C1CC(=O)N(c2ccccc2)C1)N1CCCCCC1 (stereo not drawn) | -3.6% | 4.9% | 1.6% | -2.2% | -15.4%
CCN(CC)c1ccc(/C=C/c2nc3ccccc3s2)cc1 | 66.0% | ? | . | . | -14.3%
Cc1ccc(N(CC(O)CN2CCCC2)S(=O)(=O)c2ccc(C)cc2)cc1 (stereo not drawn) | . | -7.4% | 0.4% | -9.5% | 5.9%
CCN(CC)S(=O)(=O)c1ccc(C(O)=C(C#N)c2nc3ccccc3n2C)cc1 | . | . | 10.1% | -18.6% | .
O=C(Cn1cnc2ccccc2c1=O)NCc1cccs1 | -19.6% | -7.8% | 1.6% | -1.1% | 2.7%
CCC1CCCCN1C(=O)COC(=O)COc1ccc(Br)cc1 (stereo not drawn) | ? | ? | 1.7% | 2.1% | .
Cc1cc(C)c2cc(C(=O)N3CCC(Cc4ccccc4)CC3)[nH]c2c1 | 10.4% | -0.2% | 1.8% | 2.9% | -0.8%
O=C(NCc1ccc(F)cc1)C(=O)NCC(c1ccco1)N1CCOCC1 (stereo not drawn) | 11.5% | -6.8% | 3.3% | -1.4% | 21.8%
CCOc1ccc(C(C)=O)cc1CN1C(=O)NC2(CCCCCC2)C1=O | 30.8% | 4.7% | 0.8% | 4.2% | -13.3%
COc1ccccc1-c1nnc(NC(=O)OCC(C)C)s1 | -8.0% | -7.5% | 7.2% | -8.7% | -5.4%
O=C(NC1CCN(Cc2ccccc2)CC1)c1cc(S(=O)(=O)N2CCOCC2)ccc1Cl | . | . | i | -3.5% | .
COCCNC(=O)[C@@]1(Cc2ccccc2)C=C[C@@H](C)N1C(C)=O | -7.5% | 3.5% | 0.4% | -4.7% | 1.1%

Assay outcomes: PubChem BioAssay, Southern Research Specialized Biocontainment Screening Center
